Bioassay records as filed in PubChem BioAssay.
NR2F2 inh – NR2F2 (human) inhibition, primary screen; P24468; inhibition, % at 8.6 µM; AID 686940; 370,000 compounds, 0.7% hits; HEK293T NGFI-A luciferase reporter, luminescence;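 active means inhibition above a per-plate cutoff, mean inhibition of test wells between control levels plus 3 SD, cut at about 38% in these data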;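 further: cells cotransfected with COUP-TFII expression vector driving the NGFI-A reporter; 0% = median of COUP-TF2 test wells and 100% = reporter-only cells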
Target sequence (P24468 whole entry, looked up): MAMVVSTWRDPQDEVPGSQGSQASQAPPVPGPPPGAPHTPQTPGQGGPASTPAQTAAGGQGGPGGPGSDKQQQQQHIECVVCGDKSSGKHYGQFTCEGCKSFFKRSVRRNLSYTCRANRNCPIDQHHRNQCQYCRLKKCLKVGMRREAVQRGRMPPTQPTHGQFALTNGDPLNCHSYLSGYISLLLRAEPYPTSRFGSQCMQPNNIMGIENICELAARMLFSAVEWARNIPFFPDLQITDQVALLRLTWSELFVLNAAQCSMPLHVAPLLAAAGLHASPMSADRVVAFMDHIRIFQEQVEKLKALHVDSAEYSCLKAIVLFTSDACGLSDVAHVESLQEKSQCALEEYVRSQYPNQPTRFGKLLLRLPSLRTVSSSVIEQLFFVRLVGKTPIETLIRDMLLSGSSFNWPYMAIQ
Active calls of the source: *. A portion of the library (hit frequency here may not be typical).

Structure | NR2F2 inh
CCN(CC)C(=O)O[C@H]1CC[C@@]23CCCN2C(=O)CCC[C@H]3[C@H]1C | -10
CCCCCc1cccc2[nH]cc(-c3ccccc3)c12 | 12
CCN1CCN(CCCOc2ccc(-c3ccccc3)cc2)CC1 | -12
O=C(C1CCCN1S(=O)(=O)c1cccc([N+](=O)[O-])c1)N1CCN(c2ccccc2)CC1 (centres undefined) | -46
COC(=O)C1=C(C)N(Cc2ccccc2C(F)(F)F)C(=NCc2ccccc2)NC1c1ccc(C(F)(F)F)cc1 (centres undefined) | 14
CCOC(=O)CC[C@H]1CC[C@]2(CCCN(C3CCCCC3)C2)O1 | -1
COc1cccc(NC(=O)CN(C)C(=O)c2cc3c(s2)CCC3)c1 | -31
C#CCN1C(=O)[C@]2(OCCC=C[C@H]2C)c2ccccc21 | -15
CC(C)C[C@H]1COc2cc(NCc3ccc(Cl)c(Cl)c3)ccc2S(=O)(=O)N1 | 0
O=S1(=O)N[C@H](Cc2ccccc2)COc2cc(F)ccc21 | -8
CCOC(=O)C1=NOC(C(=O)NCc2ccccc2)(C(=O)c2ccc(OC)cc2)C1 (centres undefined) | -14
O=C(NCCN1C(=O)C2C3C=CC(C3)C2C1=O)c1cc(Cl)cc(Cl)c1 (centres undefined) | -10
O=C(CCc1ccccc1)N[C@H]1[C@@H](O)CCC[C@]12C(=O)N(Cc1ccccc1)c1ccccc12 | -21
Cn1c(SCC2CCCCC2)nnc1-c1ccco1 | -29
C[C@H]1[C@H](c2ccccc2)Oc2cccc(NCCc3ccccc3)c2S(=O)(=O)N1Cc1cccc(F)c1 | -23
O=C(c1ccccc1)N1CC[C@H]2[C@H](CCCN2Cc2cc(F)cc(F)c2)C1 | 9
O=C(Cc1ccccc1)NC1CCCCN(Cc2ccc(Cl)cc2)C1=O (centres undefined) | 2
O=S1(=O)N[C@@H](Cc2ccccc2)COc2cc(N3CCOCC3)ccc21 | -7
COC1=C[C@H](C(=O)NCc2ccc(Br)cc2)[C@H](C)[C@@H](c2ccccc2)CC1=O | 4
CC(C)(C)OC(=O)NC1CCN(c2nc(-c3ccc(Br)cc3)cs2)CC1 | 39*

Of the compounds above, 8 contain sulfur.
Structure | NR2F2 inh
O=C(C1CCCN1S(=O)(=O)c1cccc([N+](=O)[O-])c1)N1CCN(c2ccccc2)CC1 (centres undefined) | -46
COc1cccc(NC(=O)CN(C)C(=O)c2cc3c(s2)CCC3)c1 | -31
CC(C)C[C@H]1COc2cc(NCc3ccc(Cl)c(Cl)c3)ccc2S(=O)(=O)N1 | 0
O=S1(=O)N[C@H](Cc2ccccc2)COc2cc(F)ccc21 | -8
Cn1c(SCC2CCCCC2)nnc1-c1ccco1 | -29
C[C@H]1[C@H](c2ccccc2)Oc2cccc(NCCc3ccccc3)c2S(=O)(=O)N1Cc1cccc(F)c1 | -23
O=S1(=O)N[C@@H](Cc2ccccc2)COc2cc(N3CCOCC3)ccc21 | -7
CC(C)(C)OC(=O)NC1CCN(c2nc(-c3ccc(Br)cc3)cs2)CC1 | 39*

Later entries.
Structure | NR2F2 inh
C=CCn1c(COc2ccccc2)nnc1SCC(=O)Nc1ccc(S(=O)(=O)Nc2cc(C)nc(C)n2)cc1 | -9
O=C(NCc1ccccc1)Nc1ccccc1C(=O)N1CCCC1 | -6
COc1ccc(N2CCN(CCCNC(=O)CCOC(C)(C)C)CC2)cc1 | -19
C#CCOCCOCCOCCNc1nc(N2CCN(C(=O)[C@H]([C@@H](C)CC)n3cc([C@@H](N)CC(C)C)nn3)CC2)nc(N2CCN(C(=O)[C@H](Cc3ccc(O)cc3)n3cc([C@@H](N)CC(C)C)nn3)CC2)n1 | -28
Cc1ccc(C2NC(C(=O)O)CS2)cc1 (centres undefined) | -3
Cc1cccc(CN2[C@@H](C)[C@H](c3ccccc3)Oc3cc(Br)ccc3S2(=O)=O)c1 | -20
CC(C)CN1C(=O)C[C@@]2(C(=O)N(C)c3ccc(NC(=O)c4cc(F)ccc4F)cc32)C1c1ccccc1 (some centres undefined) | -14
COC(=O)C1=C(C)N(Cc2ccc(C(F)(F)F)cc2)C(=NCC2CC2)NC1c1ccccc1C(F)(F)F (centres undefined) | 4
CCCCN1CN2Cc3cc(OC)ccc3C2CS1(=O)=O (centres undefined) | 3
COC(=O)C1=C(C)N(Cc2ccccc2C(F)(F)F)C(=NCc2ccc(OC)cc2)NC1c1ccc(Cl)cc1 (centres undefined) | 8
Cc1ccc2nc3n(c(=O)c2c1)-c1cc(Cl)ccc1C(=O)NC3Cc1ccccc1 (centres undefined) | -4
O=C(COC(=O)CC(c1ccccc1)c1ccccc1)Nc1c(F)cccc1F | -10
CN1CCCCC(NC(=O)c2ccc(F)c(F)c2)C1=O (centres undefined) | -22
COC(=O)[C@]12C[C@H](CC(=O)NCCCN3CCCC3=O)C(=O)N(Cc3cccc4ccccc34)C1=C[C@H](COCc1ccccc1)O[C@@H]2C | 2
CCCCOCCCNC(=O)C[C@H]1C[C@@]2(C(=O)OC)C(=C[C@H](C(C)(C)C)O[C@@H]2C)N(CCC2=CCCCC2)C1=O | 6
CCNc1nc(NCC)nc(Oc2ccc(OCc3ccccc3)nn2)n1 | -10
COC(=O)c1ccc(Cn2ccc3ccc(-c4ccc5ccn(Cc6ccc(C(=O)OC)cc6)c5c4)cc32)cc1 | -8
COc1ccc2[nH]c3c(c2c1)CCN[C@]31C(=O)N(c2ccccc2)c2ccccc21 | -12
COC(=O)[C@]12C[C@H](CC(=O)NCc3cccc4ccccc34)C(=O)N(Cc3cccc4ccccc34)C1=C[C@H](C(C)(C)C)O[C@@H]2C | 6
Cc1cccc(NC(=O)N2CCC(N(C)CCC(C)C)CC2)c1 | 1
COC(=O)[C@]12C[C@H](CC(=O)N3CCC(c4ccccc4)CC3)C(=O)N(Cc3ccccc3)C1=C[C@H](C(C)(C)C)O[C@@H]2C | 8
CS(=O)(=O)Nc1ccccc1C(=O)N1CCN(c2ccccc2)CC1 | -2
Nc1[nH]c(C(=O)c2ccccc2)c(-c2cccc(C(F)(F)F)c2)c1C(=O)c1c[nH]c2ccccc12 | 17
O=[N+]([O-])c1ccc(OC[C@@H](O)CN2CCC(C(O)(c3ccccc3)c3ccccc3)CC2)c(Cl)c1 | 0
O=C(NC1CCC1)c1ccc(C#Cc2cccc(F)c2)cn1 | -37
O=C(Cn1c(=O)c2cccn2c2cccnc21)NCCCN1CCN(c2ccc(Cl)cc2)CC1 | -3
COC(=O)C1CN(CCc2ccccc2)CCS(=O)(=O)N1Cc1ccccc1 (centres undefined) | -4
COc1ccc(C(CCOC(=O)Oc2ccccc2)c2cc(OC)cc(OC)c2)cc1 (centres undefined) | -9
O=C(Nc1cccc(F)c1)c1ccc(-c2ccccc2C(F)(F)F)o1 | -15
Cc1ccc(CN2CCC=CS2(=O)=O)cc1 | -10
O=C(NC1CCCC1)[C@@H]1CCCN1C(=O)[C@@H](NS(=O)(=O)c1ccc(F)cc1F)c1ccccc1 | 17
CC(C)=CCC[C@@]1(C(=O)O)[C@H]2CC=C(CO)[C@@H]1CC/C(C)=C/CC/C(C)=C/C2 | 17
CN1CC=C(c2ccc(C(F)(F)F)cc2)N(c2ccc(Br)cc2)C1=O | 8
C#CCOCCOCCOCCNc1nc(N2CCN(C(=O)[C@H](Cc3ccc(O)cc3)n3cc([C@@H](N)C(C)CC)nn3)CC2)nc(N2CCN(C(=O)[C@H](Cc3cc4ccccc4[nH]3)n3cc([C@@H](N)CC(C)C)nn3)CC2)n1 (some centres undefined) | -1
CC(=O)c1cc(-c2cccc([N+](=O)[O-])c2)c(=O)n2c1CCC2 | -10
O=C(NCCc1ccccc1Cl)[C@@H]1CCCN1C(=O)[C@H](Cc1cccnc1)NC(=O)N1CCOCC1 | 7
O=C(Cc1ccccc1)N1O[C@H]2C=C[C@@H]1C2 | 8
Cc1ccc(C2=N/C(=C\c3coc4ccccc4c3=O)C(=O)O2)cc1 | 7
CCOC(=O)c1csc(NC(=O)C2CCCN(S(=O)(=O)c3ccc(Br)s3)C2)n1 (centres undefined) | 16
O=C(CSc1nncn1-c1ccccc1)Nc1cccc(S(=O)(=O)N2CCCCC2)c1 | -14
CN(CCc1ccccn1)C(=O)c1ccc2c(c1)ncn2C1CCCCC1 | -11
Cc1ccc(NC(=S)NNC(=O)CSc2nnc(SCc3cccc4ccccc34)s2)cc1 | -13
C[C@H](O)[C@@H]1CN2CCc3c([nH]c4c(-c5ccccc5)cccc34)[C@@H]2C[C@@H]1N(C)C(=O)Nc1ccccc1 | -3
C=CCN1C=C(C(=O)OCC)C(=O)CC1 | -2
CC1=C(C(=O)OC(C)(C)C)C(c2ccc(Br)cc2)NC(=O)N1CCCC(=O)O (centres undefined) | 10
N#Cc1ccc(NCCCN2CCC(C(O)(c3ccccc3)c3ccccc3)CC2)cc1 | -26
NC(=O)C(c1ccccc1)(c1ccccc1)[C@@H]1CCN(CCc2ccc3c(c2)CCO3)C1 | -3
Cc1cccc(NC(=O)Cn2c(=O)n(CCc3c[nH]c4ccccc34)c(=O)c3cccnc32)c1 | 4
COc1ccc(C2CC(=O)C(c3cc(OC)c(OC)c(OC)c3)=CN2Cc2ccccc2)cc1 (centres undefined) | -14
CCC/C=C(\CCC)C(NS(=O)(=O)c1cccc2cccnc12)c1ccc(C(=O)OC)cc1 (centres undefined) | 20

(continued)
Structure | NR2F2 inh
CCOc1ccc(-n2c(SCC(=O)Nc3ccc(S(=O)(=O)Nc4cc(C)nc(C)n4)cc3)nnc2-c2ccncc2)cc1 | 0
COc1ccc(Cn2ccc3ccc(-c4ccc5ccn(Cc6ccc(F)cc6)c5c4)cc32)cc1 | 2
CCNC(=O)O[C@@H]1C=C[C@@H](C#Cc2ccc(C(C)(C)C)cc2)O[C@@H]1COC(C)=O | 16
C#CCN1CC(COCCCC)Oc2cccc(F)c2S1(=O)=O (centres undefined) | -3
O=C(OCC#CCSc1nnc(-c2cccc3ccccc23)o1)C1CCC1 | -8
COC(=O)C1=C(C(=O)OC)C2CCCC1C1N=NN(c3ccccc3)C21 (centres undefined) | 15
O=C(C(=O)N1CCC(CNC(=O)c2sc3ccccc3c2Cl)CC1)c1cccs1 | 9
O=C(CSc1nnc(-c2ccccn2)n1-c1ccccc1)c1ccc(F)cc1 | 17
COC(=O)[C@H](Cc1ccccc1)N[C@H](c1ccc(OC)cc1)[C@@H](O)Cc1ccccc1 | -9
N#CC1CCN(c2nc(-c3ccc(Br)cc3)cs2)CC1 | -6
CCOC(=O)N1CCN(C(=O)C[C@H]2C[C@@]3(C(=O)OC)C(=C[C@H](C4CCCC4)O[C@@H]3C)N(Cc3cccc4ccccc34)C2=O)CC1 | 0
CCCCOc1ccc(C(=O)NC2CCCCN(Cc3cccc(C(F)(F)F)c3)C2=O)cc1 (centres undefined) | 26
C=CCN(C(=O)[C@@H](CCCC)[C@@H](O)c1ccc(Cl)cc1)c1ccccc1 | -5
CCCCc1nc(NCCNC(=O)c2ccco2)c(C#N)c2c1CSC(C)(C)C2 | 8
Cc1cc(C(=O)Nc2ccc(F)cc2)n(-c2ccccc2)n1 | -13
Cn1c(=O)[nH]c2c(Br)nccc21 | -21
Cc1ccc(-n2c(SCC(=O)Nc3ccccc3-c3ccccc3)nnc2-c2cnccn2)cc1 | -2
O=C(CSc1nc2ccccc2o1)NN=C/C=C\c1ccccc1[N+](=O)[O-] | -27
CC1CCCN(c2cccc3c2S(=O)(=O)N([C@H](C)c2ccccc2)C[C@@H](COCc2ccccc2)O3)C1 (some centres undefined) | 12
O=S1(=O)c2ccc(N3CC[C@H](O)C3)cc2OCCCN1C1CC1 | -2
CCC[C@H]1[C@@H](OC(=O)NCc2ccc(C)o2)CC[C@@]23CCCN2C(=O)CCC[C@@H]13 | 3
CCC1=NN2C(=N)/C(=C\c3ccc(OCCOc4ccccc4)c(OC)c3)C(=O)N=C2S1 | -7
CCCC1CCC2(CCCN2CCOC(=O)Nc2ccccc2OC)CC1 (centres undefined) | 2
CCn1c(SCC(=O)Nc2ccccc2-c2ccccc2)nnc1-c1cnccn1 | -5
COC(=O)[C@]12C[C@H](CC(=O)NCc3cccs3)C(=O)N(Cc3cccc4ccccc34)C1=C[C@H](C(C)(C)C)O[C@@H]2C | -6
COc1ccc(CNC(=O)O[C@H]2CC[C@@]34CCCN3C(=O)CCC[C@H]4[C@H]2C)cc1 | 8
COc1ccc(OC)c(Nc2cc(-c3ccccc3)nc(N)n2)c1 | -54
C#CCN1C(=O)[C@]2(NCCc3c2[nH]c2ccc(OC)cc32)c2ccccc21 | -28
CC(=O)N1c2ccccc2C(=O)NCC1C(=O)NC(C)(C)C (centres undefined) | 8
Cc1ccc(NC(=O)C2CCCN2S(=O)(=O)c2cccnc2)c(C)c1 (centres undefined) | 18
C=CC(=O)NC1CCCCN(CC)C1=O (centres undefined) | 3
O=C(NCc1ccccc1Cl)C1CCC(CNS(=O)(=O)c2cccc3cccnc23)CC1 (centres undefined) | 18
CCC(=O)Nc1ccc2c(c1)C(=O)N(C)[C@H]1CC[C@H](CC(=O)NCCOC)O[C@@H]1CO2 | 13
CCCC(C)C(=O)NC1CCCCN(C)C1=O (centres undefined) | 19
NC(=O)c1ncn([C@@H]2O[C@H](C(=O)N[C@H](Cc3c[nH]c4ccccc34)C(=O)N3CCN(CC(=O)N4CCCC4)CC3)[C@@H](O)[C@H]2O)n1 | -11
O=C(CCc1ccccc1)N[C@H]1[C@@H](OC(=O)c2ccco2)CCC[C@@]12C(=O)N(Cc1ccccc1)c1ccccc12 | -8
O=[N+]([O-])c1cc(S(=O)(=O)NCc2ccco2)ccc1NN=Cc1ccccn1 | -9
COC(=O)[C@]12C[C@H](CC(=O)NCC34CC5CC(CC(C5)C3)C4)C(=O)N(Cc3ccccc3)C1=C[C@H](C(C)C)O[C@@H]2C1CC1 | -2
